Arr AP2 block = inhibitors of human beta-arrestin and AP2 interaction | FITC-arrestin peptide / GST-AP2 beads, flow cytometry; AP2 beta2 appendage carries R879A mutation | inhibition, % at 10 µM | 0.31% of 340,000 active;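 active = inhibition above a set limit, near 3 SD of compounds lacking own fluorescence, cut at about 54% in these data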;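 note: plate controls were DMSO wells for no effect and 5 µM unlabelled arrestin peptide for full effect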
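System: GST-AP2 R879A glutathione beads; medium: PBS, Tween 20 0.05%, BSA 0.1%; reagent: fluorescein-tagged arrestin peptide at 50 nM final; schedule: pre-incubation 12 min, peptide binding 1 h, room temperature; detection: flow cytometry, FL1 (488/535 nm); read-out: inhibition as reduced fluorescein signal on beads, percent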
LANA DNA inh = KSHV C-LANA DNA binding inhibition; MBP-C-LANA/FAM-LBS DNA binding, fluorescence polarization; inhibition, % at 9 µM; 0.078% of 340,000 active; AID 504423;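 active = highest replicate inhibition at or above 60% at 9 µM, even if other replicates fall short; inactive = all replicates below 60% inhibition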;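 note: 0% = neutral control wells and 100% = 4 µM acridine orange control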
Keap1 Nrf2 FP = disrupts human Keap1 binding to Nrf2 peptide. Q14145. Keap1 Kelch-Nrf2 peptide fluorescence polarization, 1536-well. inhibition, % at 9.4 µM. 0.15% of 340,000 active. AID 504523; in the data active = inhibition above about 12%;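 note: human Keap1 Kelch domain with fluorescein labeled Nrf2 9mer peptide probe; 0% = neutral control wells and 100% = peptide positive control; higher means more block of Keap1 binding to Nrf2 peptide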
MOR-DOR ag = OPRM1-OPRD1 heterodimerization agonism; P35372+P41143; activation, % at 9.3 µM; AID 504326; 0.3% of 340,000 active; cells, luminescence; in the data active = activation above about 18%;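 note: 0% = vehicle-treated cells and 100% = reference agonist; values of inactives mirror those of a sister screen read the other way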
MOR-DOR inv ag = mu-delta opioid heterodimer inverse agonism. P35372+P41143. cell-based MOR-DOR heterodimer luminescence. inhibition, % at 9.3 µM. 0.21% of 340,000 active. AID 504357; in the data active = inhibition above about 22%, passing the limit was not always enough;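 note: 0% = cells with DMSO and 100% = wells without cells with DMSO; values of inactives mirror those of a sister screen read the other way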
Wnt act = Wnt/beta-catenin pathway activation. Wnt/beta-catenin reporter cell assay, activator, plate reader. activation, % at 9.35 µM. 1.2% of 300,000 active; in the data active = activation above about 30%, passing the limit was not always enough;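 note: 0% = neutral control wells and 100% = positive control wells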
V-ATPase pH = yeast V-ATPase proton transport regulation by pHLuorin; S. cerevisiae, pHLuorin cytosolic pH fluorescence; response, % at 10 µM; 0.37% of 350,000 active; AID 504577; in the data active = response mostly above about 7.3%, no sharp cut-off; inactive = mostly below about 5.4%; note: actives read high; inactives centre near 0; some compounds called inactive have numbers as strong as hits; reference of the scale not given here
cardiac RTF act = cardiac RTF calcium sensitization; P19429+P45379; IANBD-labeled TnC RTF fluorescence at EC20 calcium; 0% EC20 calcium, 100% full calcium; activation, % at 7.2 µM; 0.24% of 340,000 active;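 active = activation above the mean over all tested compounds plus 3 SD, cut at about 30% in these data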;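 note: rise in fluorescence read as greater calcium sensitivity of cardiac thin filaments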
RTF Ca sens inh = cardiac RTF calcium desensitization; P19429+P45379; IANBD-labeled cardiac RTF, Ca2+ fluorescence; inhibition, % at 7.15 µM; 0.12% of 340,000 active;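 active = inhibition above the mean inhibition of all tested compounds plus 3 SD, cut at about 17% in these data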;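 note: assay run at fixed EC70 calcium of 1.6 mM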
DSG3 Ab inh = blocks pemphigus antibody binding to human desmoglein-3; DSG3-coupled beads, scFv-anti-DSG3-GFP binding, flow cytometry; hits give low values; binding (percent of control), % at 10 µM; 0.48% of 310,000 active; AID 588358;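 active = binding more than 3 SD below its plate's average and above zero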;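 note: hits lower antibody fragment binding to DSG3; some compounds called inactive have numbers as strong as hits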
Target sequence (P32926 whole entry, looked up, the tested form may be a part): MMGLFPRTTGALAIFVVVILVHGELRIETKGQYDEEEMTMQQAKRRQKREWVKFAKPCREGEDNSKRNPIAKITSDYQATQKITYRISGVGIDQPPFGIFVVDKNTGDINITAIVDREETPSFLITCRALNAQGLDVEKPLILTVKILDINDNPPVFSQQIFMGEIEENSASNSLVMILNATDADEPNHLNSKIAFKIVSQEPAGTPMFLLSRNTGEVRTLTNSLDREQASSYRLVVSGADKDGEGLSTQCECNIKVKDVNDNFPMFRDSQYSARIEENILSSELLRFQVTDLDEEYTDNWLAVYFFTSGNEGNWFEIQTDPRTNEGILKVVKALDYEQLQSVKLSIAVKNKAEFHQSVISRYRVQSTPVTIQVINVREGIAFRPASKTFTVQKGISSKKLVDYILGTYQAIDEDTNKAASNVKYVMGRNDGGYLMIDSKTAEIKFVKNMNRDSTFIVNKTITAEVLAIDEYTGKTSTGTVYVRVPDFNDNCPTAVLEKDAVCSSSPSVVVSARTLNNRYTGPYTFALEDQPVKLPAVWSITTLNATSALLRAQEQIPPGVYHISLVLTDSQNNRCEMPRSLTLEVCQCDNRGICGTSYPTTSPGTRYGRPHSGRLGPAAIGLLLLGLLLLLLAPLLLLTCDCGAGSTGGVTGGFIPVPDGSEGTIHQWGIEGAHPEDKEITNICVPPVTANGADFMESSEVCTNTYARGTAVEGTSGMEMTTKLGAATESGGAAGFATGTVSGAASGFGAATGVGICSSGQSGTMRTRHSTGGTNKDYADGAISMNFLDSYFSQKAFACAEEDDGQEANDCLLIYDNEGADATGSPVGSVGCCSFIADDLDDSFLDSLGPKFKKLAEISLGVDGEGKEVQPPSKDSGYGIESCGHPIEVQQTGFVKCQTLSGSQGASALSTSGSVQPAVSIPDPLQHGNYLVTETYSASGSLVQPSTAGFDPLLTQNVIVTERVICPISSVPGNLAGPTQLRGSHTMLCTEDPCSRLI
An asterisk follows results filed as active; . = not tested or not shown; & = joins results of further samples.

1) CCCCC(=O)Nc1ccc2c3c(cccc13)C(=O)N2CC
2) COc1cc(CNCCO)cc(Cl)c1OCc1ccccc1Cl
3) O=C(NC(Cc1ccccc1)C(=O)O)c1ccccc1 (centres undefined)
4) COc1cccc(NC(=O)CC2Oc3ccccc3NC2=O)c1 (centres undefined)
5) COc1cccc(CNc2ccc(N3CCC(C)CC3)cc2)c1OC
6) CC(C)n1c(CCC(=O)O)ccc1-c1ccccc1
screen / no.,1,2,3,4,5,6
Arr AP2 block,28,10,-12,11,18,25
LANA DNA inh,-4.4,-1.1,2.6,0.0,-0.1,1.2
Keap1 Nrf2 FP,-10,-4,-4,4,-6,-9
MOR-DOR ag,-0.1,4.0,-1.8,0.1,2.3,-1.3
MOR-DOR inv ag,0,-20,7,-1,-11,7
Wnt act,.,-1,-3,0,.,0
V-ATPase pH,0,7,2,2,-2,-1
cardiac RTF act,12,6,-2,8,-2,0
RTF Ca sens inh,-2,-11,0,-11,-3,-8
DSG3 Ab inh,98,113,114,106,98,.

7) Cc1cccc(OCc2nnc(SCC(=O)Nc3nccs3)o2)c1
8) O=C1C=CC(=Nc2ccc3c(c2)Cc2ccccc2-3)O1
9) Cc1c(C#N)sc(C(N)=O)c1C
10) COc1ccc(CN(C(C)=O)c2cccc(C)c2C)cc1
11) Cc1cc(C)cc(OCc2ccc(C(=O)O)o2)c1
12) O=C(CO/N=C/c1ccc(OC(F)F)cc1)NC1CCCCC1
screen / no.,7,8,9,10,11,12
Arr AP2 block,-1,0,-2,-3,-5,8
LANA DNA inh,-1.7,1.5,0.6,0.6,0.6,-1.8
Keap1 Nrf2 FP,5,1,5,3,2,-4
MOR-DOR ag,1.1,-2.8,-2.1,-2.8,-0.7,-4.9
MOR-DOR inv ag,-6,15,11,16,4,22
Wnt act,4,-3,1,.,.,0
V-ATPase pH,-6,-1,-1,-2,1,1
cardiac RTF act,7,-1,0,6,1,-4
RTF Ca sens inh,1,-3,7,0,-2,1
DSG3 Ab inh,112,90,98,101,99,100

13) Cc1c(NC(=O)c2ccc(S(=O)(=O)N3CCOCC3)cc2)c(=O)n(-c2ccccc2)n1C
14) O=C(N/N=C/c1ccc(Br)s1)c1c[nH]c2ccccc12
15) O=C(c1ccccc1)c1cnc(-c2ccc(Cl)cc2)s1
16) COc1ccccc1C(=O)Nc1ccc(OCC(=O)N2C(C)CCCC2C)cc1 (centres undefined)
17) COc1ccc(C(=O)NC(=O)CSc2nc3nc(C)cc(C)n3n2)cc1
18) CCCCN1C(=O)C2C3C=CC(C2C1=O)C1C2C(=O)N(CCCC)C(=O)C2C31 (centres undefined)
screen / no.,13,14,15,16,17,18
Arr AP2 block,-7,20,1,-5,4,23
LANA DNA inh,-3.7,0.4,0.6,1.3,0.9,-1.1
Keap1 Nrf2 FP,-2,-1,-10,-1,-4,0
MOR-DOR ag,-3.4,-0.1,-0.8,-1.5,-1.6,-1.5
MOR-DOR inv ag,18,1,4,8,6,8
Wnt act,-2,.,40*,8,0,.
V-ATPase pH,6,1,2,-6,6,-2
cardiac RTF act,-2,-2,1,-4,1,-2
RTF Ca sens inh,5,5,3,-3,-5,9
DSG3 Ab inh,99,94,110,100,97,85

19) CCOC(=O)N1CCN(C(=O)c2ccc3c(=O)n(Cc4ccccc4OC)c(=S)[nH]c3c2)CC1
20) Cc1cc(NS(=O)(=O)c2cccc([N+](=O)[O-])c2)no1
21) Cc1ccc(NC(=O)c2ccc(NC3=NC4CS(=O)(=O)CC4S3)cc2)cc1 (centres undefined)
22) C=CCOC(=O)CCCC(=O)NC1CCCCC1
23) COc1ccc(NC(=O)CCCn2cnc3ccccc3c2=O)c(OC)c1
24) Cc1ccc(-c2nn(C)c(=O)c3ccccc23)cc1S(=O)(=O)NCCN1CCOCC1
screen / no.,19,20,21,22,23,24
Arr AP2 block,3,15,-2,5,4,-10
LANA DNA inh,2.8,-1.7,0.0,-1.9,-2.1,-1.0
Keap1 Nrf2 FP,-5,0,4,-5,2,-3
MOR-DOR ag,0.7,-2.9,-0.9,-0.6,-0.1,-1.3
MOR-DOR inv ag,-4,15,5,3,1,7
Wnt act,-7,0,0,.,0,-1
V-ATPase pH,4,-6,0,4,0,-1
cardiac RTF act,6,-3,-12,2,-8,-7
RTF Ca sens inh,-2,-5,2,-9,-10,9
DSG3 Ab inh,109,103,98,105,93,99

25) O=C(N/N=C/c1cn(-c2ccccc2)nc1-c1ccc(F)cc1)c1ccc(Br)o1
26) CC(=O)c1c(O)cc2n(c1=O)-c1ccc(Cl)cc1C2(C)C
27) CCOc1cc(N2CCOCC2)c(OCC)cc1NC(=O)COC(=O)CCOc1ccc(C(C)(C)C)cc1
28) CSc1ncc(F)c(N(CCO)CCO)n1
29) Nn1c(SCC(=O)Nc2nccs2)nnc1-c1cccnc1
30) Cc1ccnc2nc(C(=O)OCC(=O)NC(=O)NCc3ccco3)nn12
screen / no.,25,26,27,28,29,30
Arr AP2 block,4,0,5,42,2,13
LANA DNA inh,-1.7,1.3,-0.6,1.1,-0.3,-0.9
Keap1 Nrf2 FP,1,-1,-1,2,-4,-2
MOR-DOR ag,2.7,5.6,-0.1,-3.3,-3.6,-1.6
MOR-DOR inv ag,-16,-35,1,15,14,7
Wnt act,.,.,4,.,-3,0
V-ATPase pH,-1,-3,3,-1,3,-1
cardiac RTF act,6,-2,-26,-4,-3,2
RTF Ca sens inh,-21,-5,11,2,10,0
DSG3 Ab inh,106,103,100,104,105,102

31) CCS(=O)(=O)c1nc(S(=O)(=O)c2ccc(Cl)cc2)c(NCCCN2CCCC2=O)s1
32) COc1cccc(/C=C/C(=O)N2CCN(c3n[nH]c(=O)[nH]c3=O)CC2)c1OC
33) CCNS(=O)(=O)c1ccc(C(=O)OCC(=O)N2CCCc3ccccc32)cc1
34) CCCCOc1ccc(N=Nc2ccc(N)nc2N)cn1
35) Cc1ncc(C[n+]2csc(C)c2C)c(N)n1
36) CCc1cccc(CC)c1NC(=O)c1ccccc1
screen / no.,31,32,33,34,35,36
Arr AP2 block,8,7,-1,-18,0,-6
LANA DNA inh,-1.8,-3.5,-0.5,1.3,-2.0,-2.3
Keap1 Nrf2 FP,5,-2,-2,-5,-3,1
MOR-DOR ag,-1.8,-0.5,0.7,-0.6,-3.1,-1.0
MOR-DOR inv ag,10,2,-3,3,15,7
Wnt act,-2,1,0,22,-1,-4
V-ATPase pH,7,0,2,3,-5,.
cardiac RTF act,-3,-1,5,0,1,1
RTF Ca sens inh,2,-5,-7,1,-9,6
DSG3 Ab inh,104,102,102,91,100,102

37) Cc1ccc(N2CC(C(=O)N3CCc4ccccc43)CC2=O)cc1 (centres undefined)
38) Cc1ccc(NC(=O)CN2CCOCC2)cc1Cl
39) O=C(CCc1nc2ccccc2c(=O)[nH]1)N1CCN(c2ccccc2Cl)CC1
40) COc1ccc(OC)c(-c2cc(C(=O)Nc3c(C)nn(Cc4ccccc4)c3C)no2)c1
41) COc1ccc(OC2CCN(S(=O)(=O)c3ccc(C(C)=O)cc3)CC2)cc1
42) O=C(NCCCN1CCCC1)Nc1cccc2ccccc12
screen / no.,37,38,39,40,41,42
Arr AP2 block,8,20,1,-4,-2,8
LANA DNA inh,1.0,-1.1,0.7,-1.0,-2.0,-2.2
Keap1 Nrf2 FP,-1,0,-1,0,-3,-2
MOR-DOR ag,-2.3,-2.9,-2.1,1.0,2.4,-2.6
MOR-DOR inv ag,13,13,11,-5,-14,13
Wnt act,-1,2,4,.,2,.
V-ATPase pH,-3,-4,-4,0,3,1
cardiac RTF act,2,1,-7,0,1,4
RTF Ca sens inh,-2,1,-1,-4,6,-7
DSG3 Ab inh,105,88,98,98,97,114

Pulled by compound from the list above:
42) O=C(NCCCN1CCCC1)Nc1cccc2ccccc12
40) COc1ccc(OC)c(-c2cc(C(=O)Nc3c(C)nn(Cc4ccccc4)c3C)no2)c1
screen / no.,42,40
Arr AP2 block,8,-4
LANA DNA inh,-2.2,-1.0
Keap1 Nrf2 FP,-2,0
MOR-DOR ag,-2.6,1.0
MOR-DOR inv ag,13,-5
Wnt act,.,.
V-ATPase pH,1,0
cardiac RTF act,4,0
RTF Ca sens inh,-7,-4
DSG3 Ab inh,114,98

Next section:
43) NS(=O)(=O)Cc1noc2ccccc12
44) O=C(CCCOc1ccccc1)N1CCN(C(=O)c2ccco2)CC1
45) Cc1[nH]n(-c2ccccc2)c(=O)c1C1(C(F)(F)F)C(=O)N(c2ccccc2)C2=C1C(=O)CC(C)(C)C2 (centres undefined)
46) O=C(CCSCCC(=O)NN=Cc1ccccc1)NN=Cc1ccccc1
47) COCCn1c(Cc2ccccc2)nnc1SC(C)C(=O)NC1CC1 (centres undefined)
48) COc1ccc(N2CCN(C(=O)C(=O)c3cn(CC(=O)N4CCOCC4)c4ccccc34)CC2)cc1
screen / no.,43,44,45,46,47,48
Arr AP2 block,3&12,1,-1,12,18,0
LANA DNA inh,-0.7&2.3,-0.8,1.4,-1.2,2.2,3.1
Keap1 Nrf2 FP,-5&-4,4,-1,-3,3,3
MOR-DOR ag,-0.5&-0.3,-2.0,-0.1,-0.5,-2.7,-1.8
MOR-DOR inv ag,3&2,9,1,3,11,9
Wnt act,-4&-1,.,.,-2,-1,-2
V-ATPase pH,4&2,1,-9,3,-2,1
cardiac RTF act,5&8,-4,-1,-3,-2,1
RTF Ca sens inh,-11&6,-3,-10,-2,-1,-1
DSG3 Ab inh,103&102,107,104,100,113,95

49) Cc1ccccc1C(=O)Nc1ccc(N2CCN(C(=O)c3ccco3)CC2)cc1
50) CC(=O)Nc1ccc(S(=O)(=O)Nc2ccccc2C(=O)N2CCCCCC2)cc1
51) CC(C)N(C(=O)[C@H]1CC(CC(=O)NCCc2ccccn2)C(=O)N2CCc3c([nH]c4ccccc34)[C@]12C)C(C)C (some centres undefined)
52) Cc1ccc2ncnc(NCCCCCC(=O)O)c2c1
53) Cc1csc(NC(=O)c2ccc(C)s2)n1
screen / no.,49,50,51,52,53
Arr AP2 block,33,5,11,0,6
LANA DNA inh,0.3,6.3,0.6,-1.9,-0.1
Keap1 Nrf2 FP,6,5,0,-2,-2
MOR-DOR ag,2.2,-2.7,-3.5,0.4,-2.7
MOR-DOR inv ag,-18,13,16,-2,15
Wnt act,0,4,-3,-14,43*
V-ATPase pH,3,1,1,-4,0
cardiac RTF act,-3,-5,2,4,-1
RTF Ca sens inh,4,-7,-2,-3,-9
DSG3 Ab inh,114,106,95,81,115
